# Screening results deposited in PubChem by Sanford-Burnham Center for Chemical Genomics.
# SENP6 inh: inhibitors of human SENP6 protease. Recombinant SENP6 catalytic domain, aminoluciferin luminescence. inhibition, % at 10 µM. 330,000 compounds, 1.8% hits. AID 2599;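 active means inhibition above about 50% at the single tested dose, limit read from the data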;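 further: plate controls were DMSO wells with enzyme for no effect and DMSO wells lacking enzyme for full effect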
# Target sequence (Q9GZR1 628-1112 limits assumed): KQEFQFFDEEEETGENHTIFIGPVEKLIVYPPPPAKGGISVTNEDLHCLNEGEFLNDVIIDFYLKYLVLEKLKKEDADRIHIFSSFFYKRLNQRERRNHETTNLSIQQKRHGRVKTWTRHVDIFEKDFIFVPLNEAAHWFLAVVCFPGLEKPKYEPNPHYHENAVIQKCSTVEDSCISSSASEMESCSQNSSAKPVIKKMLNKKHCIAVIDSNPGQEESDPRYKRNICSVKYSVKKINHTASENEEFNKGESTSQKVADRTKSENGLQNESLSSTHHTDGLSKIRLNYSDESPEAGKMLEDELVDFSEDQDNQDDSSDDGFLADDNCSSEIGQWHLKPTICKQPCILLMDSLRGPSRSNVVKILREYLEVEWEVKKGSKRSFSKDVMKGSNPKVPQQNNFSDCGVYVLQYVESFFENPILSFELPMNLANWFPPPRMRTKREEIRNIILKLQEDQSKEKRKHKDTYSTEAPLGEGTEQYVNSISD
# ATG4B inhibitor: blocks human ATG4B protease cleavage of LC3 substrate | inhibition, % at 8.33 µM | AID 504462 | Q9Y4P1 | 340,000 compounds, 0.51% hits | ATG4B cleavage of LC3-PLA2, NBD-HPC fluorescence, 1 h; in the data active means inhibition above about 40%
# SENP7 inh: inhibitors of human SENP7 protease. recombinant SENP7, Z-RLRGG-aminoluciferin luminescence, 40 min. inhibition, % at 5 µM. 330,000 compounds, 1.5% hits. AID 434973;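 active means inhibition above about 50% at the single test dose, limit read from the data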;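 further: plate controls were DMSO with enzyme for no effect and no enzyme buffer wells for full effect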
# Target sequence (Q9BQF6 706-1050 limits assumed): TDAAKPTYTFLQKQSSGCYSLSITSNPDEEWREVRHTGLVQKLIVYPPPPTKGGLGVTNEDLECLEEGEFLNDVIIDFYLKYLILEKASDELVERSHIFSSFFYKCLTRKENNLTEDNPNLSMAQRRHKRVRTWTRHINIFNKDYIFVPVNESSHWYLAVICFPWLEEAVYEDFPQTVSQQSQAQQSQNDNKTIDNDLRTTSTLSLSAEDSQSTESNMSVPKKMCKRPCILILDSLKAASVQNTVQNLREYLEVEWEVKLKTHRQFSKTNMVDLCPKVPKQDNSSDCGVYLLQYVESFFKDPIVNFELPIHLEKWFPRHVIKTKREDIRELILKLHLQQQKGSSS
# NR3A LBD binder: NR3A (human) ligand-binding domain modulation | NR3A LBD differential scanning fluorimetry, Tm shift; 0% = protein alone, 100% = glycine-bound protein | Tm shift relative to glycine control, % at 25 µM | 340,000 compounds, 2.5% hits;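 active means melting temperature shift of at least 10% of the positive control shift, at one fixed dose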
# HKDC1 inh: blocks human hexokinase HKDC1 activity; 340,000 compounds, 0.16% hits; Q2TB90; recombinant HKDC1, G6PDH/diaphorase resazurin coupled fluorescence; inhibition, % at 20 µM;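 active means inhibition above about 35% when tested at 20 µM, limit read from the data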;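 further: plate controls were DMSO wells with enzyme for no effect and DMSO wells lacking enzyme for full effect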
#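 Assay system: in-house recombinant HK5 (HKDC1) enzyme. Input: HKDC1 at 5 µg/mL. Medium: Tris pH 8.0 buffer with MgCl2, Tween-20, BSA, BME. Dosing: single 20 µM dose. Schedule: 90 min reaction incubation at room temperature, dark. Signal: resazurin-to-resorufin fluorescence via G6PDH and diaphorase coupling, 525/613 nm. Controls: DMSO-enzyme wells negative, buffer-substituted wells positive.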
# SENP8 block: blocks human SENP8 cleavage of Nedd8 substrate. recombinant SENP8, Nedd8 substrate fluorescence. 360,000 compounds, 0.64% hits. inhibition, % at 20 µM; in the data active means inhibition mostly above about 40%, no sharp cut-off; inactive means mostly below about 27%
# Target sequence (Q96LD8 whole entry, looked up): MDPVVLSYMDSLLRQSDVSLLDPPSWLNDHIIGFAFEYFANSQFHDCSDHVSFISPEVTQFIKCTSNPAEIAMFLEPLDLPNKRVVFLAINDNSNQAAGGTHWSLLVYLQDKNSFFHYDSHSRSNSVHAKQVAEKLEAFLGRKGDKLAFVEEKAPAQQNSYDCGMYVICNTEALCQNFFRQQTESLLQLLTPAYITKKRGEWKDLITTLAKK
# MPTP inh: blocks calcium-induced mitochondrial swelling. isolated mouse mitochondria, Ca2+ swelling absorbance, 30 min. inhibition, % at 10 µM. 360,000 compounds, 1.4% hits;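 active means inhibition of 50% or more, scaled per plate between neutral and stimulator controls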;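 further: 0% = DMSO wells given calcium and 100% = 1 mM EGTA wells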
# PfGluPho inh: PfG6PD (Plasmodium falciparum) enzyme inhibition | inhibition, % at 20 µM | 350,000 compounds, 0.78% hits | PfGluPho enzyme, NADPH resazurin-diaphorase fluorescence | AID 504690;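 active means inhibition reaching at least a set limit at 20 µM in the primary screen, cut at about 59% in these data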;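 further: 0% = DMSO wells with substrate and 100% = DMSO wells lacking glucose-6-phosphate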
# Starred values were filed as active, the others as inactive; / = not tested or not shown.
# The first five records (preview)
SENP6 inh	ATG4B inhibitor	SENP7 inh	NR3A LBD binder	HKDC1 inh	SENP8 block	MPTP inh	PfGluPho inh	Compound
5	-8	-4	-2	2	0	0.0	17	COc1ccc(C)cc1S(=O)(=O)N1CCc2ccccc2C1
7	7	-2	-1	5	15	2.1	15	COc1ccccc1N1CCN(/N=C/C=C/c2ccccc2[N+](=O)[O-])CC1
/	-5	/	1	-2	14	-2.1	1	C#CCOCCOCCOCCNc1nc(N2CCN(C(=O)Cn3cc(CCO)nn3)CC2)nc(N2CCN(C(=O)Cn3cc(CCO)nn3)CC2)n1
-10	-11	0	-3	-10	13	-4.8	-11	COC(=O)/C=C(\C)NC(=O)c1ccc(F)cc1
7	9	4	40*	-6	-252	4.7	-3	Brc1ccc(/C=C/C=N/Nc2nc3ccccc3s2)cc1

# Main list (from the top)
SENP6 inh	ATG4B inhibitor	SENP7 inh	NR3A LBD binder	HKDC1 inh	SENP8 block	MPTP inh	PfGluPho inh	Compound
5	-8	-4	-2	2	0	0.0	17	COc1ccc(C)cc1S(=O)(=O)N1CCc2ccccc2C1
7	7	-2	-1	5	15	2.1	15	COc1ccccc1N1CCN(/N=C/C=C/c2ccccc2[N+](=O)[O-])CC1
/	-5	/	1	-2	14	-2.1	1	C#CCOCCOCCOCCNc1nc(N2CCN(C(=O)Cn3cc(CCO)nn3)CC2)nc(N2CCN(C(=O)Cn3cc(CCO)nn3)CC2)n1
-10	-11	0	-3	-10	13	-4.8	-11	COC(=O)/C=C(\C)NC(=O)c1ccc(F)cc1
7	9	4	40*	-6	-252	4.7	-3	Brc1ccc(/C=C/C=N/Nc2nc3ccccc3s2)cc1
7	-3	1	1	-9	10	1.3	4	COc1ccccc1NC(=O)c1ccccc1C(=O)O
-20	-4	0	1	13	9	-0.8	-12	O=C(CSC1=NS(=O)(=O)c2ccccc2N1)c1ccccc1
-3	-9	4	-1	-14	-46	-1.2	-8	Cc1ccc(Cn2c(=O)cc(C(=O)O)c3ccccc32)cc1
-2	0	3	1	-7	15	-1.3	0	CC1=NNC(=O)C1CCC(=O)N/N=C\c1ccccc1[N+](=O)[O-] (stereo unspecified)
-23	-4	-12	-1	-2	11	1.8	11	COc1ccc(C(=O)N2CCCC(Nc3ccc(F)c(F)c3)C2)c(OC)n1 (stereo unspecified)
-13	0	-4	3	-9	6	-2.3	3	CN(C)CCNC(=O)c1ccc(CS(=O)(=O)c2c(Cl)cccc2Cl)o1
-3	4	7	0	16	-447	-3.8	41	COc1ccc2[nH]c(=O)c(CNc3ccc(C)c(C)c3)cc2c1
1	-6	0	-1	-3	-113	2.4	-6	CCOC(=O)C(C)Oc1cccc2c(=O)n(CC(=O)NCc3ccccc3)ccc12 (stereo unspecified)
7	12	4	-5	3	18	12	-3	O=c1c(Cl)c(NCc2ccccc2Cl)cnn1C12CC3CC(CC(C3)C1)C2
-23	-5	-6	-1	7	2	-0.6	-3	CS(=O)(=O)c1nncn1-c1ccccc1
/	5	/	9	21	13	-2.1	21	O=C(C=Cc1ccccc1)c1cc(Br)ccc1O
77*	-2	76*	1	-4	7	1.0	-1	CCn1nccc1C(=O)Nc1ccc(C(=O)OC(C)C)cc1
7	2	5	-1	-6	11	-1.0	18	Cc1ncc(CN2CCCC(C(=O)Nc3ccc(-n4ccnc4C)cc3)C2)cn1 (stereo unspecified)
24	-5	3	-3	-5	-156	-0.1	3	NC(=O)NC(=O)COC(=O)c1ccc2noc(-c3ccccc3)c2c1
-15	6	-5	-2	-9	13	0.6	2	COC(=O)[C@H](C)NC(=O)NCc1ccc(F)cc1
0	-17	0	11*	5	10	-2.5	11	O=C(CN1C(=O)S/C(=C\c2ccc(F)cc2)C1=O)Nc1cccc(S(=O)(=O)NCc2ccco2)c1
-2	-4	-1	0	-16	14	1.2	8	CCCC(=O)N(c1ccc2oc(C)c(C(C)=O)c2c1)S(=O)(=O)c1ccc(C)c([N+](=O)[O-])c1
3	-2	4	-1	-2	4	0.1	2	Cc1ccc(S(=O)(=O)N2CCN(CC(O)c3ccccc3)CC2)cc1 (stereo unspecified)
2	-3	5	6	0	6	-1.3	12	O=S(=O)(c1ccc(SCCOc2ccc(Cl)cc2)nc1)N1CCCC1
-33	-3	1	8	1	13	9.8	19	CC1CC(C)CN(C(=S)SCc2nc(N)nc(Nc3ccccc3)n2)C1 (stereo unspecified)
-23	-3	2	-1	-3	4	3.8	4	O=C(Nc1ccc(F)cc1F)N1CCN(CCc2ccccc2)CC1
3	1	5	11*	4	0	-0.4	10	COc1ccc(S(=O)(=O)N2CCSC2c2ccc(N)cc2)cc1 (stereo unspecified)
-5	16	-9	0	-6	7	-0.9	1	Cc1c(Br)c([N+](=O)[O-])nn1CC(=O)NCc1ccccn1
8	19	9	-2	-5	6	2.5	-7	FCCCOc1ccc(CN2CCN(c3ccccc3F)CC2)cc1
-13	3	-3	-9	8	-247	0.3	16	CSc1nc(N)c(C#N)c(-c2ccccc2Cl)c1C#N

# Profiles from above. Order of values: SENP6 inh	ATG4B inhibitor	SENP7 inh	NR3A LBD binder	HKDC1 inh	SENP8 block	MPTP inh	PfGluPho inh
# Record of O=S(=O)(c1ccc(SCCOc2ccc(Cl)cc2)nc1)N1CCCC1 → 2	-3	5	6	0	6	-1.3	12
# Record of FCCCOc1ccc(CN2CCN(c3ccccc3F)CC2)cc1 → 8	19	9	-2	-5	6	2.5	-7
# Record of CSc1nc(N)c(C#N)c(-c2ccccc2Cl)c1C#N → -13	3	-3	-9	8	-247	0.3	16
# Record of NC(=O)NC(=O)COC(=O)c1ccc2noc(-c3ccccc3)c2c1 → 24	-5	3	-3	-5	-156	-0.1	3
# Record of COc1ccc(S(=O)(=O)N2CCSC2c2ccc(N)cc2)cc1 (stereo unspecified) → 3	1	5	11*	4	0	-0.4	10

# New compounds follow.
SENP6 inh	ATG4B inhibitor	SENP7 inh	NR3A LBD binder	HKDC1 inh	SENP8 block	MPTP inh	PfGluPho inh	Compound
-16	-12	-10	-2	3	13	1.5	16	C=CC[C@@H](CC(=O)N(CCO)Cc1ccccc1)C(=O)N[C@@H](COC(=O)[C@@H](CC=C)CC(=O)OC(C)(C)C)Cc1c[nH]c2ccccc12
-6	-3	9	2	-4	13	-1.5	11	O=C(O)c1cccc(S(=O)(=O)N2CCOCC2)c1
27	17	24	-19	30	-298	2.2	61*	O=C(Nc1ccccc1)c1ccc2nc(-c3ccco3)c(-c3ccco3)nc2c1
-11	3	11	-1	2	3	-0.5	-5	CSCCC(NC(=O)c1ccccc1)C(=O)N1CCN(C(c2ccccc2)c2ccccc2)CC1 (stereo unspecified)
-10	-4	3	0	-4	7	-1.0	6	CC(C)(C)n1nnnc1C(c1ccc(F)cc1)N1CCN(Cc2ccc3c(c2)OCO3)CC1 (stereo unspecified)
-18	16	14	-1	-5	-7	1.4	2	CSc1ncccc1C(=O)NC1CCCc2c1cnn2-c1ccc(C)c(C)c1 (stereo unspecified)
97*	-2	100*	-2	-5	/	/	10	C(=N\Nc1nc2ccccc2s1)/c1ccccn1
-22	6	-10	-1	-2	7	0.2	-8	Cc1ccc(C(=O)NCc2ccco2)cc1S(=O)(=O)N1CCCCC1
-1	-6	-3	-15	-5	-32	-0.5	26	O=C(c1cnc2sccn2c1=O)N1CCc2ccccc2C1
-2	5	0	-2	-1	2	-0.2	-6	O=C(NCCS(=O)(=O)c1ccc(Br)cc1)c1ccccc1Cl
-8	2	-10	2	-1	33	-0.8	-15	NC(Cc1ccccc1)C(=O)N1CCCCC1 (stereo unspecified)
2	-10	6	0	-1	13	-1.8	2	COc1ccc(CN2CCN(C(=O)C3CCN(C(=O)Nc4ccccc4)CC3)CC2)cc1OC
1	-12	9	-1	13	-408	-2.2	-7	COCCNC(=O)c1cnn2c(C(F)F)cc(-c3ccccc3)nc12
-1	5	3	3	-7	28	0.7	50	COc1cccc(C(=S)N2CCCC2)c1OC
-32	-15	-1	3	6	2	0.8	-4	Nc1cc(N)nc(SCCOc2ccccc2F)n1

# Entries above printed as active in PfGluPho inh:
SENP6 inh	ATG4B inhibitor	SENP7 inh	NR3A LBD binder	HKDC1 inh	SENP8 block	MPTP inh	PfGluPho inh	Compound
27	17	24	-19	30	-298	2.2	61*	O=C(Nc1ccccc1)c1ccc2nc(-c3ccco3)c(-c3ccco3)nc2c1

# Other structures follow:
SENP6 inh	ATG4B inhibitor	SENP7 inh	NR3A LBD binder	HKDC1 inh	SENP8 block	MPTP inh	PfGluPho inh	Compound
8	6	-4	1	8	-178	66*	4	O=c1c(Cc2ccccc2)c(O)c2cccc3c4c(n1c23)CCCC4
-2	16	-4	15*	-3	1	1.4	20	CN(CC(=O)Nc1ccccc1Br)C(=O)c1cccnc1Nc1cccc(C(F)(F)F)c1
-2	-6	6	-2	2	8	0.3	-6	Cc1cccc(NC(=O)c2ccc3nccnc3c2)c1C
-10	0	-3	2	-5	3	-0.9	4	CNC(=O)C(C)NS(=O)(=O)c1ccc(F)cc1 (stereo unspecified)
-6	-6	0	-1	-10	12	0.9	3	O=C(O)c1ccccc1N1C(=O)C2C3c4ccccc4C(Br)(c4ccccc43)C2C1=O (stereo unspecified)
6	2	3	1	9	34	-6.9	8	O=C(c1cc2c(s1)CCCC2)N1CCN(Cc2ccc3c(c2)OCO3)CC1
-4	6	4	-4	-9	12	1.2	-11	CCCCN=C1NC(=O)C(CC(=O)NCCc2ccc(OC)cc2)S1 (stereo unspecified)
4	6	-2	-1	-4	5	-0.1	-3	CC(NC(=O)C(=O)N1CCCCC1)C(c1cccs1)N1CCN(C)CC1 (stereo unspecified)
-19	1	-4	-5	15	-2	0.7	-1	Cc1onc(-c2ccccc2Cl)c1C(=O)N1CCc2ccccc2C1
-11	-2	8	5	-15	-265	-1.2	2	COCCn1cc(C(=O)N2CCC(C)CC2)c2c3ccccc3n(C)c2c1=O
-51	-4	8	-5	-8	-282	2.9	-1	Cc1ccc(OCC(=O)Nc2ccc(Cl)cc2)c(-n2nc3ccccc3n2)c1
8	-3	-3	2	-9	10	-0.5	-10	O=C(CN1C(=O)NC2(CCSC2)C1=O)NCc1ccccc1 (stereo unspecified)
/	1	-2	0	10	10	2.3	8	COc1ccc(-c2noc(CCC(=O)N3CCN(c4ccc(F)cc4)CC3)n2)cc1
-2	12	-4	-2	-8	8	0.5	-4	Cc1cccc(OCCCC(=O)Nc2ccc(N3CCCCC3)cc2)c1C
-13	0	5	2	-6	13	-0.1	7	CNc1cc(-n2nc(C)cc2-c2ccccc2)ncn1
2	2	-2	0	-3	11	1.5	-5	Cn1cnc(S(=O)(=O)Nc2ccc3c(c2)OCCO3)c1
2	-6	2	1	-3	17	-0.7	-3	O=C(c1cccs1)N1CCN=C1SCc1ccc(F)cc1
-28	25	1	4	-9	16	4.1	6	O=C1N/C(=N\N=C\c2cccs2)SC1Cc1cccc(Cl)c1Cl (stereo unspecified)
6	6	1	0	2	8	0.0	10	CCCNC(=O)NC1C(NC(=O)NCCC)N(C)C(=O)N1C (stereo unspecified)
/	/	/	0	-4	17	-0.8	-4	COC(=O)[C@H](CCSC)NC(=O)Cn1cc(C)c(=O)[nH]c1=O
-4	7	2	0	16	6	-1.1	0	COc1ccccc1NC(=S)NN1CCN(C)CC1
-14	-7	0	-1	-4	14	-0.7	1	CC(=O)OCC1OC(Nc2cccc(C)c2)C(OC(C)=O)C(OC(C)=O)C1OC(C)=O (stereo unspecified)
